OX1R antagonist = OX1R (HCRTR1) antagonists, primary screen, fluorescence, CHO/OX1R cells, Fluo-8 calcium, orexin A. Orexin/Hypocretin receptor type 1 (Homo sapiens), O43613. Fluo-8 calcium fluorescence. inhibition, % at 5 µM. hit rate 0.43% among 330,000;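 active = inhibition above its plate's threshold, mean inhibition of all tested compounds on the plate plus 3 SD, cut at about 37% in these data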;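 note: 0% = orexin A challenge wells and 100% = SB-334867-A antagonist wells; not every result past the cut was called active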
Target sequence (O43613 whole entry, looked up): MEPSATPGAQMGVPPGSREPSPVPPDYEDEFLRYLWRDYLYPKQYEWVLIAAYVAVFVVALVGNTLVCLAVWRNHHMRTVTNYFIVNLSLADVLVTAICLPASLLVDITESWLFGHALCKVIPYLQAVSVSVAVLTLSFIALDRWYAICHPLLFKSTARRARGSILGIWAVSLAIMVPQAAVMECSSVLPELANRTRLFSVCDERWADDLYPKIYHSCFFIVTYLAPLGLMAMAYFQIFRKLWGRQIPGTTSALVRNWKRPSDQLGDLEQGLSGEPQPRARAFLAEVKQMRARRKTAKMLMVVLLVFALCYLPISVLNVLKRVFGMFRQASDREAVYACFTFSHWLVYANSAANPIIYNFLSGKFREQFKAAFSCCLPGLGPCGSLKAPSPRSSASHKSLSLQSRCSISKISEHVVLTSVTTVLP
CHT PAM = CHT positive allosteric modulators, primary screen, cell-based, membrane potential dye, choline EC20; High affinity choline transporter 1 (Homo sapiens), Q9GZV3; CHT-expressing cells; active compounds read high; LV-AA mutant CHT in HEK293 cells; B-score at 10 µM; hit rate 0.49% among 310,000;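 active = initial fluorescence not abnormally high and integrated response B-score, plate-corrected, over 3 SD above library mean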
Target sequence (Q9GZV3 whole entry, looked up): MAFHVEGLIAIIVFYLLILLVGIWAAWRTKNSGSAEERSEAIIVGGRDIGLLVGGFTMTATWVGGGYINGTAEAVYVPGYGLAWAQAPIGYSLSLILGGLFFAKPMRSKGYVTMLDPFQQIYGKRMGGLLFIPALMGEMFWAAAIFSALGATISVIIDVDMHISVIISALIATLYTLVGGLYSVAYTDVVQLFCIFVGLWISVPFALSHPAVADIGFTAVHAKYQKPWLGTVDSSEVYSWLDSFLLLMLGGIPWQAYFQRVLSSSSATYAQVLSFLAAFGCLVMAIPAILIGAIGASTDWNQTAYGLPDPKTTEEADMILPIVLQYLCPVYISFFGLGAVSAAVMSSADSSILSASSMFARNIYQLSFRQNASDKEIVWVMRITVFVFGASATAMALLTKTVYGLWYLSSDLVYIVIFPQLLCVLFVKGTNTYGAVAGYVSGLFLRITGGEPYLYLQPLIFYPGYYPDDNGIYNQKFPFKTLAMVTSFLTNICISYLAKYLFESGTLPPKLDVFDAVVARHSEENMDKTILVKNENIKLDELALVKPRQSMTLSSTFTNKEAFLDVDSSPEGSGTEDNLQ
The depositor's hits bear a star; i = inactive; nt = no result given.

smiles	OX1R antagonist	CHT PAM
CCC(C(=O)Nc1ccccc1OC)n1c(C(=O)OC)cc2ccsc21 (configuration not stated)	21.6	i
COc1ccccc1-c1noc(-c2cc(OC)c(OC)c(OC)c2)n1	-23.9	i
COCCNC(=O)c1ccc(N2CCCCC2)c(NS(=O)(=O)c2ccc(C)cc2)c1	-22.4	i
COCCn1c(Cc2ccccc2)nnc1SCC(=O)NC(C)C	-20.7	i
Cc1ccc2[nH]c(=O)c(CN(CC3CCCO3)C(=O)c3cccs3)cc2c1 (configuration not stated)	-20.2	i
CCOC(=O)c1sc(NC(=O)CCN2CC(C)OC(C)C2)c(C(=O)OCC)c1C (configuration not stated)	-12.0	i
CCOC(=O)c1ncn2c1[C@@H]1CCNC1C(=O)c1cc(OC)ccc1-2 (some centres not stated)	-4.7	i
Cc1ccc(OCC(=O)N/N=C/c2ccco2)cc1	-10.5	i
O=C(COC(=O)c1ccc[nH]c1=O)Nc1ccc2c(c1)OC(F)(F)O2	-13.0	i
CC1=C(C(=O)OCC2CCCO2)C(c2cccc(C(F)(F)F)c2)C2=C(CC(c3ccco3)CC2=O)N1 (configuration not stated)	-16.6	i

Next section.
smiles	OX1R antagonist	CHT PAM
Cc1ccc2nsnc2c1S(=O)(=O)Nc1ccccc1C(=O)O	-0.1	i
O=C(Nc1ccc(F)cc1)Nc1sccc1-c1nc2ccccc2s1	-15.7	i
COc1cc(OC)cc(C(=O)N[C@H](C(=O)OCC(=O)c2ccc3c(c2)NC(=O)CO3)C(C)C)c1	-13.8	i
COc1cc(/C=C2/N=C(c3ccccc3)OC2=O)c(F)cc1OCc1ccccc1	3.4	i
O=C(N/N=C/c1cccc([N+](=O)[O-])c1)c1cc(-c2ccc3c(c2)OCO3)n[nH]1	-12.9	i
Cc1ccc(C)c(NC(=O)CSc2cccc3cccnc23)c1	-20.1	i
COc1ccc(C(=O)C2CCN(C(=S)NCCc3ccccc3)CC2)cc1	-31.8	i
O=S(=O)(NCC1CCCO1)c1ccccc1F (configuration not stated)	-19.9	i
COc1cc(Nc2ccccn2)cc(C(=O)Nc2cccc(C(F)(F)F)c2)c1	-19.8	i
COc1cccc(/C=C/C(=O)NCc2cn3cc(Cl)ccc3n2)c1	-32.8	i

Later entries.
smiles	OX1R antagonist	CHT PAM
COc1cccc(-n2c(=S)[nH]c3c(oc4ccccc43)c2=O)c1	-0.8	i
O=C(CCl)N1CCN(S(=O)(=O)c2ccc3c(c2)CCC3)CC1	-14.7	nt
C=CCNC(=O)/C(=C\c1cccc([N+](=O)[O-])c1)NC(=O)c1ccccc1	-4.4	i
CCOc1ccc(N/C=C/C(=O)c2ccc(OC)cc2)c([N+](=O)[O-])c1	-23.8	i
COc1cc(C(=O)NNC(=S)NC(=O)c2ccc(F)cc2)cc(OC)c1OC	-20.1	i
Cn1cc(S(=O)(=O)N2CCN(c3ccc(F)cc3)CC2)c(=O)n(C)c1=O	-4.4	i
Brc1ccc2ncnc(NCc3cccnc3)c2c1	-19.5	i
Nc1n[nH]c(N)c1N=Nc1ccc(Cl)cc1Cl	2.3	i
O=C(NC1=NCCS1)c1cc(-c2cccs2)nc2ccccc12	-10.1	i
NC(=O)CC(NC(=O)c1cccc(Br)c1)c1ccc(N2CCC(N3CCCCC3)CC2)c([N+](=O)[O-])c1 (configuration not stated)	-19.9	i

New compounds follow.
smiles	OX1R antagonist	CHT PAM
CCc1nc2ccc(C(=O)N3CCN(c4ccccc4F)CC3)cc2nc1CC	-16.1	i
O=C(COC(=O)c1ccco1)Nc1nnc(-c2ccccc2)o1	3.8	i
COc1ccc(S(=O)(=O)NCc2ccc(C(=O)N3CCc4ccccc4C3)cc2)cc1	-22.7	i
CN(Cc1ccccc1)CC(O)COc1ccc(CNCc2ccc(Cl)s2)cc1 (configuration not stated)	-22.2	i
CCOc1cc(C(=O)N/N=C(\C)Cc2ccc(OC)cc2)cc(OCC)c1OCC	-22.9	i
COc1cc(C(=O)NC2Cc3ccccc3C2)ccc1OC1CCN(C(C)=O)CC1	nt	i
COc1ccc(CNC(=O)CN(C(=O)CCC(=O)Nc2ccccn2)c2ccc(C)cc2)cc1	-26.3	i
Cc1ccc(Cl)cc1NC(=O)CCCN1C(=O)c2cccnc2C1=O	-15.5	i
CCOC(=O)/C(C#N)=C\C1=C(N2CCOCC2)CC(C)(C)OC1	-21.5	i
COc1cc(/C=C/C(=O)OCC(=O)Nc2ccc3c(c2)OCO3)ccc1O	5.7	nt

2 successive entries already listed, quoted:
smiles	OX1R antagonist	CHT PAM
COc1ccc(S(=O)(=O)NCc2ccc(C(=O)N3CCc4ccccc4C3)cc2)cc1	-22.7	i
CN(Cc1ccccc1)CC(O)COc1ccc(CNCc2ccc(Cl)s2)cc1 (configuration not stated)	-22.2	i

The listing continues.
smiles	OX1R antagonist	CHT PAM
CC12CCC(=O)N1C(C(=O)OCC(=O)Nc1ccc(S(N)(=O)=O)cc1)CS2 (configuration not stated)	2.2	i
COc1ccc(NC(=S)N2CCC(NC(=O)c3ccc(F)cc3)CC2)cc1	-17.0	i
COc1ccc(C(=O)N=C2SC3CS(=O)(=O)CC3N2c2ccc(N(C)C)cc2)cc1OC (configuration not stated)	-5.8	i
COc1ccc(CC(=O)NNC(=O)c2cccs2)cc1OC	-5.5	i
O=C(CN1C(=O)CSc2ccc(S(=O)(=O)N3CCCCC3)cc21)NCc1cccnc1	-15.9	i
C=CCn1c(SCC(=O)NCc2ccc3c(c2)OCO3)nnc1C1CCCCC1	-27.6	i
COc1ccc(C(C(=O)NC(C)(C)C)N(Cc2cccnc2)C(=O)CCC(=O)Nc2cc(C)on2)cc1 (configuration not stated)	-13.3	i
Nc1nonc1-c1nc2ccccc2n1CC(=O)N1CCCCC1	-19.2	i
COc1cc(=O)n2c(n1)SCCC2	-24.9	i
O=C(Nc1cccc(C(=O)O)c1)/C(=C\c1ccc2c(c1)OCO2)NC(=O)c1ccccc1	-23.8	i

Next section:
smiles	OX1R antagonist	CHT PAM
COc1ccc(-n2c(C)nc3cc(C(=O)NCc4ccco4)ccc32)cc1	-18.9	i
Cn1c(=Nc2ccc(N3CCOCC3)cc2)ccc2ccccc21	-14.3	i
Cn1nc(N2CCN(S(=O)(=O)c3ccccc3)CC2)c(=O)n(C)c1=O	-2.8	nt
Cc1cnc(C(=O)Nc2nnc(C)s2)cn1	22.9	i
CC(=O)NC(=S)Nc1ccc(S(=O)(=O)Nc2nc(C)cc(C)n2)cc1	2.4	i
CCCOc1cccc(C(=O)NC(=S)Nc2cccc(C(F)(F)F)c2)c1	-38.9	i
O=C(Nc1cc(Cl)ccc1N1CCOCC1)c1ccc(F)c(S(=O)(=O)N2CCOCC2)c1	-20.1	nt
O=C(c1cc(Cl)cc(Cl)c1)N1CCOCC1	-4.3	i
COC(=O)[C@@]12CCCCN1[C@H](c1ccc(-c3cccc(Cl)c3)c(OC)c1)[C@@H]1C(=O)N(C)C(=O)[C@@H]12	-34.0	i
O=C(COc1ccc(F)cc1Br)NCc1ccccn1	-21.5	i

(more compounds)
smiles	OX1R antagonist	CHT PAM
COc1ccc(CCNC(=O)[C@H](C)NC(=O)[C@@H]2CSC3c4ccccc4C(=O)N32)cc1 (some centres not stated)	-19.5	i
CCOc1ccc(NS(=O)(=O)c2ccc3[nH]c(=O)cc(C(=O)O)c3c2)cc1	5.7	i
COCCC(=O)N1CCC(Oc2ccc(C(=O)N3CCCC(OC)C3)cc2)CC1 (configuration not stated)	2.8	i
COc1ccc(-n2ncc3c(=O)n(CC(=O)N4c5ccccc5CC4C)cnc32)cc1 (configuration not stated)	-20.1	i
COc1ccc(NC(=O)CCS(=O)(=O)c2ccc(Br)s2)cc1	-14.6	i
O=S(=O)(c1cc(Cl)ccc1Cl)N1CCc2ccccc21	-34.1	i
CCOC(=O)c1cc([N+](=O)[O-])sc1NC(=O)CC	-14.4	i
COc1cc(C)ccc1OCc1cc(C(=O)N2CCN(C)C[C@@H]2c2ccccc2)no1	-37.5	i
Cc1c(NC(=O)Cn2nc(C(F)(F)F)c3c2CCCC3)c(=O)n(-c2ccccc2)n1C	5.7	i
CSc1ccccc1NC(=O)c1c(Br)cnn1C	-26.3	i

Later entries.
smiles	OX1R antagonist	CHT PAM
NC(=O)[C@H]1CC2(CC(c3cccc(NC(=O)CC(c4ccccc4)c4ccccc4)c3)=NO2)CN1C(=O)c1ccccc1C(=O)c1ccccc1 (some centres not stated)	-11.1	i
C/C(=N/O)c1cccc(N2Cc3ccccc3C2)c1	-39.0	i
CCCN(CC1CC1)C(=S)NC(=O)c1ccccc1Br	-8.6	nt
O=C(CSc1n[nH]c(C2CCCC2)n1)NC1CCCC1	-7.2	i
COc1cc(OC)cc(-c2sc3ccc(OC)cc3c2C#CC2(N)CCCCC2)c1	26.1	nt
COc1ccc(NC(=O)N2CCCC(CNS(=O)(=O)c3cccs3)C2)c(C)c1 (configuration not stated)	-23.0	i
Cc1ccc(C(=O)NCc2ccc3c(c2)OCO3)cc1S(=O)(=O)N1CCOCC1	-27.8	i
CC(=O)N1CCN(c2ccc(NC(=O)COc3ccc(Cl)cc3Cl)cc2)CC1	-22.1	i
Cc1cccnc1NC(=O)c1cc2ccccc2oc1=O	-6.4	i
Cc1ccc(-n2nnc(-c3nccs3)n2)cc1	-21.8	i

Ordered by number of heavy atoms (high to low): 3 of the compounds above.
smiles	OX1R antagonist	CHT PAM
CN(Cc1ccccc1)CC(O)COc1ccc(CNCc2ccc(Cl)s2)cc1 (configuration not stated)	-22.2	i
COc1cc(Nc2ccccn2)cc(C(=O)Nc2cccc(C(F)(F)F)c2)c1	-19.8	i
Cc1cccnc1NC(=O)c1cc2ccccc2oc1=O	-6.4	i

(listing goes on)
smiles	OX1R antagonist	CHT PAM
CN(C)CCNc1ncnc2oc(-c3ccccc3)c(-c3ccccc3)c12	nt	i
COc1ccccc1CNC(=O)CN(c1cccc([N+](=O)[O-])c1)S(C)(=O)=O	-8.0	i
Cc1cc(OCCOCCN(C)C)ccc1Cl	-2.6	i
COc1ccc2c(C)nc(Nc3nc(-c4ccccc4)cc(=O)[nH]3)nc2c1	-18.9	i
CCOC(=O)C1(CCc2ccccc2)CCN(C(=O)CCn2cncn2)CC1	-29.1	i
CCn1ncc(/C=N/NC(=O)c2cc(Cl)ccc2OC)c1C	3.8	i
Cc1sc2nc(CN(Cc3cccs3)C(=O)C3CC3)[nH]c(=O)c2c1C	-34.5	i
Cc1cccc2c1NC(=O)C2(O)N1CCCC(C)C1 (configuration not stated)	-12.1	i
COc1ccc(-c2coc3cc(O)cc(O)c3c2=O)cc1	-6.6	i
CCOC(=O)c1cc(S(=O)(=O)NCc2ccco2)cn1C	-11.7	i

(next part)
smiles	OX1R antagonist	CHT PAM
COc1ccc(NS(=O)(=O)c2cccc(C(=O)N3CCN(c4ccccc4O)CC3)c2)cc1	-17.8	i
c1ccc2[nH]c(Cn3nnc4ccccc43)nc2c1	-4.2	i
O=C(N/N=C/c1cc([N+](=O)[O-])ccc1O)c1cccc(NC(=O)c2cccc(Cl)c2)c1	-6.2	i
Cc1c(NC(=O)C(C)OC(=O)C(NC(=O)c2ccco2)C(C)C)c(=O)n(-c2ccccc2)n1C (configuration not stated)	-9.8	i
Cc1ccc(NC(=O)NNC(=O)c2cc3ccccc3cc2O)cc1C	7.2	i
CCOc1ccc(CCNC(=O)CN2C(=O)NC3(CCc4ccccc43)C2=O)cc1OCC (configuration not stated)	-15.3	i
O=C1S/C(=C\c2ccc(Cl)cc2)C(=O)N1CCn1cnnn1	-4.9	i
O=[N+]([O-])c1ccccc1S(=O)(=O)N1CCN(Cc2ccc3c(c2)OCO3)CC1	-23.2	i
CCOc1ccc(S(=O)(=O)N(CC(=O)NCC(F)(F)F)Cc2ccco2)cc1	-21.8	i
COC(=O)c1sc(S(=O)(=O)N2CCC(C(N)=O)CC2)c(C(=O)OC)c1C	-16.4	i

The list goes on:
smiles	OX1R antagonist	CHT PAM
CCOC(=O)N1CCN(/C=C(\C#N)c2nc3ccccc3s2)CC1	-1.1	i
CCC(C)[C@H](NC(=O)NCc1ccco1)C(=O)OC (some centres not stated)	-3.2	i
O=C(CSc1nnc(-c2c[nH]c3ccccc23)n1-c1ccc(F)cc1)NCc1ccco1	-20.4	i
O=C(CNC(=O)c1cccs1)NC1=NCCS1	-9.2	i
CC(=O)Nc1ccc(S(=O)(=O)NC2(C(F)(F)F)NC(=O)N(Cc3ccccc3)C2=O)cc1 (configuration not stated)	7.2	i
CC(=O)Nc1ccc(-c2nnc(SCc3ccccc3C#N)n2C)cc1	-2.8	i
CC(=O)Nc1nc2cc([N+](=O)[O-])ccc2s1	-2.8	nt
CC(=O)Nc1ccc(S(=O)(=O)N[C@@H](C)C(=O)OCc2cc([N+](=O)[O-])cc3c2OCOC3)cc1	-18.5	i
Cc1ccc2ncccc2c1	7.7	nt
Cc1noc(C)c1CSCC(=O)Nc1nc2ccc(S(C)(=O)=O)cc2s1	-16.3	i

(list continues)
smiles	OX1R antagonist	CHT PAM
O=C(NCc1cccnc1)C(=O)Nc1nc2ccccc2s1	9.4	i
COc1ccc(C(N)=O)c(OCC(=O)Nc2cc(C)on2)c1	-14.5	nt
Cn1nc(NC(=O)C(F)(F)F)c2ncc(-c3ccc(Cl)cc3)nc21	-24.1	i
COc1ccccc1-n1c(=S)sc2c(=O)n(Cc3ccco3)c(SC)nc21	-17.9	i
CCOc1cccc(-c2nnc(SCC(=O)Nc3ccc(OC)c(OC)c3)n2N)c1	-21.3	i
C=CCn1c(C)cc(C(=O)COC(=O)c2ccc(N)c([N+](=O)[O-])c2)c1C	13.9	i
O=C(CN1CCN(S(=O)(=O)N2CCCCC2)CC1)Nc1ccc(Br)cc1	-3.4	i
Cc1c(Nc2cc(N3CCOCC3)c3nonc3c2[N+](=O)[O-])c(=O)n(-c2ccccc2)n1C	-2.6	i
CC(C)CCN(C(=O)c1csnn1)C(C(=O)NC1CCCC1)c1ccc(F)cc1 (configuration not stated)	-17.5	i
N#CC1=C(N)Oc2cc3c(cc2C1c1ccc(Cl)cc1)OCO3 (configuration not stated)	-16.4	i

Screens as filed in PubChem.
